High-throughput results deposited in PubChem by The Scripps Research Institute Molecular Screening Center.
FBW7 act – activators of human E3 ligase FBW7. AlphaScreen FBW7–phospho-cyclin E peptide binding, activator screen. normalized activity (activation), % at 26.1 µM. AID 1259310. actives 0.13% (n = 650,000); in the data active = normalized activity above about 1.9%;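 also: purified mutant Fbw7 with reduced substrate affinity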
Target sequence (Q969H0 whole entry, looked up): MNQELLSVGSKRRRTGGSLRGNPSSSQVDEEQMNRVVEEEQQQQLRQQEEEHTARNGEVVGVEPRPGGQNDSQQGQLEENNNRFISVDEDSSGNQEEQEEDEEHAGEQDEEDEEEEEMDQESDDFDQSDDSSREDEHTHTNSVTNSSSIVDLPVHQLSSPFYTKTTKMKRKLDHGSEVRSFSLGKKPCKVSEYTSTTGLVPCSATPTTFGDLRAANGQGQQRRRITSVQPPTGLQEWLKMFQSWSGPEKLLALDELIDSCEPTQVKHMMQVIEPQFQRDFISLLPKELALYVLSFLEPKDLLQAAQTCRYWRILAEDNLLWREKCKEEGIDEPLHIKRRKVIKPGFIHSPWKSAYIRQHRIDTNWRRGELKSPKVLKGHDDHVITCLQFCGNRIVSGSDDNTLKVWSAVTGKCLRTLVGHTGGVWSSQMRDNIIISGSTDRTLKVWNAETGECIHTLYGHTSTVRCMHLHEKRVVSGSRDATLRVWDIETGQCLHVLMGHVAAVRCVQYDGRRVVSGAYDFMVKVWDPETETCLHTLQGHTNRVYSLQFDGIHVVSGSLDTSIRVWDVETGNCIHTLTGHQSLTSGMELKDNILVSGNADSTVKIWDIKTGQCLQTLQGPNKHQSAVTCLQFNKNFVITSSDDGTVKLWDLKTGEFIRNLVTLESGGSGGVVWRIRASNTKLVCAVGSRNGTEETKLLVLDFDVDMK
MITF primary – human MITF inhibition, primary screen; inhibition, % at 2.6 µM; actives 0.91% (n = 650,000); O75030; AlphaScreen MITF homodimerization, bead proximity signal; in the data active = inhibition above about 50%;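 also: 0% = vehicle wells with protein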
TEAD-YAP inh – TEAD-YAP interaction inhibition | HEK-TIYL cells, TEAD-Gal4/YAP UAS-luciferase luminescence | inhibition, % at 9.12 µM | actives 1.4% (n = 640,000); in the data active = inhibition above about 32%;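 also: 0% = median of test compound wells and 100% = reference inhibitor wells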
GPR151 activ – activates the human receptor GPR151; Q8TDV0; activation, % at 11.2 µM; AID 1508602; PathHunter beta-arrestin GPR151 cells, luminescence; actives 1% (n = 650,000); in the data active = activation above about 4.9%;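 also: 0% = median of compound wells and 100% = cells with positive control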
* marks the source's active call; other numbers are inactive results; . = not tested or not shown.

#	Structure	FBW7 act	MITF primary	TEAD-YAP inh	GPR151 activ
1	CCN(CC)CCNc1nc2c(c(=O)[nH]c(=O)n2C)n1CC(O)COc1cccc(C)c1 (stereo not given)	-0.1	2.2	10.2	-0.6
2	Cc1ccc(OCC(=O)Nc2ccc(-c3nc4ncccc4o3)cc2)c(C)c1	0.0	-8.5	-5.2	1.4
3	CCCc1cc(=O)[nH]c(SCC(=O)NC(=O)NC2CCCC2)n1	0.1	17.0	8.1	2.1
4	O=C(c1ccccc1O)N1CCN(C(c2ccccc2)c2ccc(Cl)cc2)CC1 (stereo not given)	0.0	-12.3	-6.2	0.2
5	CCCN1CCN(C(=O)c2nn(-c3ccc(OC)cc3OC)c(=O)c3ccccc23)CC1	-0.1	2.1	6.3	2.0
6	COc1ccc(C2(c3cccs3)C=Cc3c(c(C(=O)N4CCOCC4)cc4ccccc34)O2)cc1 (stereo not given)	-0.2	4.7	-0.1	0.3
7	COc1ccc(S(=O)(=O)N2CCN(c3nc(OC)cc(OC)n3)CC2)cc1	0.0	6.0	1.6	1.0
8	COc1cccc(NC(=O)CN(C)CC(=O)Nc2ccccc2N2CCOCC2)c1	0.1	-1.6	7.0	1.2
9	CC1CS(=O)(=O)N(c2cccc(C(=O)Nc3ccc(C(C)(C)C)cc3)c2)C1=O (stereo not given)	0.0	-7.9	2.4	0.3
10	O=C(O)CC12CC3CC(CC(C3)C1(F)F)C2	-0.1	7.8	-0.7	-0.8
11	CN(C)CCNc1ncnc2c1cnn2-c1ccccc1	0.0	0.1	-20.2	0.3
12	CN(C)C(=O)c1ccc(Cl)c(Cl)c1	-0.5	-8.2	-4.5	1.1
13	O=C(COc1ccc(Br)cc1)OCC(=O)c1ccc(F)cc1	0.2	-3.6	3.1	1.3
14	Cc1c(Cc2ccc(Cl)cc2)c(-n2ccnc2)n2c(nc3ccccc32)c1C#N	0.2	9.7	6.3	-0.4
15	CC(=O)c1sc(Nc2ccc(C)cc2)nc1C	0.1	-14.0	-59.9	-2.6
16	COc1ccc(NC(=O)Nc2noc3c2COc2ccccc2-3)cc1Cl	0.0	11.6	5.7	-0.8
17	COc1ccccc1C(=O)CSc1nc(C)cc(C)n1	-0.1	-2.5	-15.6	1.2
18	CC(C)OC(=O)CC(=O)COc1nc2c3c(cnc2o1)CCCC3	0.3	9.5	-28.3	-0.2
19	O=C1CCC(CCNCc2cccnc2)N1CCc1cccc(Cl)c1 (stereo not given)	-0.1	-4.5	-0.7	1.2
20	Cc1c(CN2CCc3nc(N4CCCCCC4)[nH]c(=O)c3C2)c(=O)n(C)c(=O)n1C	0.0	-9.4	-3.8	0.4
21	Fc1cccc(-c2cnn3c(NCCc4ccccn4)ccnc23)c1	-0.1	-9.1	-16.6	-0.3
22	COc1cccc(NC(=O)c2c(C(F)(F)F)nc3c(OC)cccn23)c1	0.0	1.5	2.4	-1.3
23	CCOCCn1c(SCc2ccc(F)cc2)nc2c1c(=O)[nH]c(=O)n2C	0.0	12.0	-1.5	-1.1
24	Cc1ccc(C2(c3ccc(C)cc3)CC2C(=O)Nc2ccc(I)cc2)cc1 (stereo not given)	-0.1	5.6	9.5	-0.2

Reprinted from above, 19 compounds:
#	Structure	FBW7 act	MITF primary	TEAD-YAP inh	GPR151 activ
6	COc1ccc(C2(c3cccs3)C=Cc3c(c(C(=O)N4CCOCC4)cc4ccccc34)O2)cc1 (stereo not given)	-0.2	4.7	-0.1	0.3
7	COc1ccc(S(=O)(=O)N2CCN(c3nc(OC)cc(OC)n3)CC2)cc1	0.0	6.0	1.6	1.0
8	COc1cccc(NC(=O)CN(C)CC(=O)Nc2ccccc2N2CCOCC2)c1	0.1	-1.6	7.0	1.2
9	CC1CS(=O)(=O)N(c2cccc(C(=O)Nc3ccc(C(C)(C)C)cc3)c2)C1=O (stereo not given)	0.0	-7.9	2.4	0.3
10	O=C(O)CC12CC3CC(CC(C3)C1(F)F)C2	-0.1	7.8	-0.7	-0.8
11	CN(C)CCNc1ncnc2c1cnn2-c1ccccc1	0.0	0.1	-20.2	0.3
12	CN(C)C(=O)c1ccc(Cl)c(Cl)c1	-0.5	-8.2	-4.5	1.1
13	O=C(COc1ccc(Br)cc1)OCC(=O)c1ccc(F)cc1	0.2	-3.6	3.1	1.3
14	Cc1c(Cc2ccc(Cl)cc2)c(-n2ccnc2)n2c(nc3ccccc32)c1C#N	0.2	9.7	6.3	-0.4
15	CC(=O)c1sc(Nc2ccc(C)cc2)nc1C	0.1	-14.0	-59.9	-2.6
16	COc1ccc(NC(=O)Nc2noc3c2COc2ccccc2-3)cc1Cl	0.0	11.6	5.7	-0.8
17	COc1ccccc1C(=O)CSc1nc(C)cc(C)n1	-0.1	-2.5	-15.6	1.2
18	CC(C)OC(=O)CC(=O)COc1nc2c3c(cnc2o1)CCCC3	0.3	9.5	-28.3	-0.2
19	O=C1CCC(CCNCc2cccnc2)N1CCc1cccc(Cl)c1 (stereo not given)	-0.1	-4.5	-0.7	1.2
20	Cc1c(CN2CCc3nc(N4CCCCCC4)[nH]c(=O)c3C2)c(=O)n(C)c(=O)n1C	0.0	-9.4	-3.8	0.4
21	Fc1cccc(-c2cnn3c(NCCc4ccccn4)ccnc23)c1	-0.1	-9.1	-16.6	-0.3
22	COc1cccc(NC(=O)c2c(C(F)(F)F)nc3c(OC)cccn23)c1	0.0	1.5	2.4	-1.3
23	CCOCCn1c(SCc2ccc(F)cc2)nc2c1c(=O)[nH]c(=O)n2C	0.0	12.0	-1.5	-1.1
24	Cc1ccc(C2(c3ccc(C)cc3)CC2C(=O)Nc2ccc(I)cc2)cc1 (stereo not given)	-0.1	5.6	9.5	-0.2

(further entries)
#	Structure	FBW7 act	MITF primary	TEAD-YAP inh	GPR151 activ
25	O=[N+]([O-])c1ccc(N2CN=C(c3ccccc3)NC2=S)cc1	-0.2	4.0	-10.3	0.5
26	COC(=O)C1=C(C)Nc2ncnn2C1c1ccc(N(C)C)cc1 (stereo not given)	-0.2	-1.0	15.8	2.2
27	C(=C\C1Nc2ccccc2-c2nnc(SCc3ccccc3)nc2O1)/c1ccco1 (stereo not given)	0.1	6.1	1.7	1.0
28	CCOC(=O)C1C(=O)NC(SC)=C(C#N)C1c1ccccc1OC (stereo not given)	0.0	12.7	5.9	1.7
29	Cc1ccc(CC(C)N2CCC(=O)N(Cc3ccccn3)CC2)cc1 (stereo not given)	0.0	2.0	-1.0	0.9
30	CN1CCN(Cc2c(O)ccc3c(=O)c(-c4ccccc4Cl)c(C(F)(F)F)oc23)CC1	-0.1	-1.7	1.9	1.5
31	NC(=O)c1oc2ccccc2c1NC(=O)c1cc(-c2cccs2)nc2ccccc12	0.0	-5.8	8.3	0.0
32	O=C(Nc1cc(C(F)(F)F)ccc1Oc1ccc(Cl)cc1)c1ccc([N+](=O)[O-])cc1	-0.1	1.4	-2.1	-0.7
33	Cc1ccccc1Nc1nc(N)nc(CN(C)c2ccccc2)n1	0.1	15.8	-3.3	-2.1
34	CCC1(c2cccc(F)c2)C(=O)Nc2ccccc21 (stereo not given)	0.2	13.4	-1.4	-0.2
35	COc1ccccc1-c1nnc2sc(-c3cc4ccccc4o3)nn12	0.1	-18.9	53.2*	-0.1
36	CCOC(=O)c1ccc(OCc2c(C)noc2C)cc1	0.6	7.6	-12.5	0.4
37	Cc1nnc2n1CCN(C(=O)c1cccc3c1C(=O)c1cc(Cl)ccc1-3)CC2	0.0	5.9	3.5	0.2
38	Cc1c(Cl)cccc1NC(=O)CSc1ccccc1N	-0.1	1.6	8.3	-0.7
39	CC1(C)CC(=O)C(C(=N)Cc2ccccc2)=C(O)C1	0.2	2.7	-1.8	1.1
40	O=C(NCc1ccccn1)c1ccc2c(=O)n(CCC3=CCCCC3)c(=S)[nH]c2c1	-0.1	2.7	11.2	0.1
41	COc1ccc(C2C(C(=O)Nc3cccc(C)n3)c3ccccc3C(=O)N2c2ccc(OC)cc2)cc1 (stereo not given)	0.0	-9.6	8.8	0.4
42	CCOc1cc(C#N)c(NC(=O)Cn2nnc3ccccc32)cc1OCC	0.2	10.1	-6.1	-0.9
43	O=C(Nc1cccc(-c2nc3ccccc3o2)c1)c1ccc2ccccc2c1	-0.1	4.6	2.4	-0.7
44	N#Cc1c2c(c(NCc3ccccn3)n3c1nc1ccccc13)CCC2	0.1	19.0	8.5	0.6
45	O=C(NC1CC(=O)N(c2ccc(F)cc2)C1)N1CCN(CCO)CC1 (stereo not given)	0.0	5.2	6.1	0.4
46	Cc1nc(N2CCOCC2)nc(Nc2ccc(Cl)cc2Cl)c1[N+](=O)[O-]	-0.2	2.7	-1.6	0.4
47	CCOC(=O)c1c(-c2ccc(C)c(C)c2)csc1NC(=O)c1cccnc1	1.3	8.3	7.5	-1.3
48	COc1ccc2oc(=O)c(C(=O)Nc3cccc(C(=O)O)c3C)cc2c1	1.0	17.5	1.3	-0.9
49	Nc1ccc(Nc2nc(-c3ccccn3)cs2)cc1	-1.4	18.8	-72.0	-0.7
50	CN(Cc1ccccc1)C(NC(=O)c1ccco1)C(=O)c1ccccc1 (stereo not given)	0.1	15.1	-6.2	-0.2
51	Cc1ccc(-c2nc(CSCC(=O)NC3CCN(Cc4ccccc4)CC3)c(C)o2)cc1	-0.1	4.0	33.9*	0.3
52	FC(F)Oc1ccc(-c2csc(=Nc3cccnc3)n2C2CC2)cc1	-0.1	25.1	50.1*	1.2
53	O=C1C(Cl)=C(NCCNCCO)C(=O)c2ccccc21	-0.6	0.6	5.9	-1.8
54	COc1ccc(NC(=O)c2ccc(C(C)(C)C)cc2)cc1Cl	0.6	7.5	-64.9	1.7
55	CC(C)C1N=C2c3ccccc3N=C(SCc3cccc(Cl)c3)N2C1=O (stereo not given)	0.2	2.3	0.3	-1.9
56	C/C(CCN1CCc2nc(-c3ccccc3)c(-c3ccccc3)cc2C1)=N\OC[C@@H](O)[C@H]1O[C@@H]2OC(C)(C)O[C@@H]2[C@H]1O	0.1	2.6	.	1.3
57	NC(=S)Cc1nc(-c2cc3ccccc3oc2=O)cs1	0.1	-16.8	-36.6	-4.8
58	CC1=C(C(=O)OCCOC(C)C)C(c2c(F)cccc2Cl)CC(=O)N1 (stereo not given)	-0.1	0.6	-0.5	-0.4
59	CCOC(=O)C1=C(C)N=c2s/c(=C\c3cn(Cc4ccccc4Cl)c4ccccc34)c(=O)n2C1c1ccc2c(c1)OCO2 (stereo not given)	0.2	3.0	-2.8	0.7
60	CCN(CC)CCCNC(=O)CN1N=C(c2ccccc2)CCC1=O	1.0	9.1	5.6	0.1
61	N#Cc1ccccc1Sc1ccccc1CC(=O)Nc1ccc(Cc2ccncc2)cc1	0.1	14.2	8.5	-0.3
62	Cc1cc(NC(=O)C2=CC(c3ccco3)=NS(=O)(=O)N2C)no1	-0.3	5.3	5.2	-1.9
63	COCCN1C(=O)C(O)=C(C(C)=O)C1c1ccccc1F (stereo not given)	0.6	6.8	6.9	-1.0
64	O=C(O)c1ccc(CN2CCC(Cc3ccccc3)CC2)cc1	0.1	-9.0	6.0	-1.3
65	Cc1cc(C)cc(NC(=O)C2C3C=CC4(O3)C2C(=O)N(CCN2CCCCCC2)C4C(=O)NC2CCCC(C)C2C)c1 (stereo not given)	0.0	4.3	2.1	-0.6
66	CC(C)(C)n1nnnc1C(c1ccc2ncccc2c1)N1CCC(O)CC1 (stereo not given)	-0.2	0.9	1.4	-0.5
67	CCOC(=O)C1=CN(c2cc(C)cc(C)c2)C=C(C(=O)OCC)C1c1ccc(F)cc1	0.0	3.1	-1.5	-1.1
68	CCC(C)NC(=O)COc1c(C)cccc1C (stereo not given)	-0.1	2.0	3.7	0.2
69	CCOc1cc(C=O)ccc1OCc1cccc(F)c1	0.3	8.1	0.8	0.1
70	COc1ccccc1C(=O)NC(=S)Nc1cccc(C(C)=O)c1	0.2	12.3	-32.5	0.5
71	COc1cc(-c2cc(=O)c3cc(C)cc(C)c3o2)ccc1O	0.0	-0.2	-8.7	-0.1
72	OC1(c2ccc(Cl)cc2)CCN(Cc2nc(CCc3ccccc3)no2)CC1	-0.1	-6.3	4.6	0.2
73	Cc1ccc(-n2nnc3c(=O)n(CC(=O)NCc4ccccc4Cl)cnc32)cc1	0.7	12.8	16.3	1.0
74	COc1ccccc1C(=O)Nc1nc(-c2ccccc2)c(C)s1	0.1	1.2	-3.3	2.0
75	Cc1nc(N2CCN(c3ccccc3)CC2)c2nnn(Cc3ccccc3)c2n1	0.0	3.5	-7.3	-0.1
76	COc1ccc(CNn2c(-c3ccc(OC)c(OC)c3)nc3ccccc3c2=O)cc1OC	-0.1	0.4	12.1	0.4
77	COc1cccc(-n2c(C)cc(/C=C3/C(=N)N4C=C(C)SC4=NC3=O)c2C)c1	0.2	5.0	10.7	0.2
78	COc1ccc(OCc2nnc(SCc3ccccc3C)n2N)cc1	-0.1	0.2	1.2	-2.3
79	COc1cccc(N2CCN(c3cc(C)nc4nc(C)nn34)CC2)c1	0.4	16.7	11.0	-1.2
